Screening results (PubChem)
OXTR ag: agonists of human oxytocin receptor. CHO-OTR cells, Fluo-8 calcium fluorescence; normalized: DMSO 0%, oxytocin 100%. activation, % at 3 µM. AID 2435. 0.32% of 320,000 active. P30559;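 active = activation above the mean of all tested compounds plus 3 SD, cutoff set per screening run, cut at about 20% in these data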;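 also: peak over basal fluorescence ratio from a 100 s FLIPR kinetic read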
GPR7 antag: human neuropeptides B/W receptor 1 antagonism; P48145; GPR7-expressing cells, fluorescence antagonist assay; inhibition, % at 4.4 µM; 1.1% of 290,000 active; in the data active = inhibition above about 16%, passing the limit was not always enough;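 also: cells stimulated with the agonist NPW; 0% = agonist with vehicle and 100% = vehicle without agonist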
Target sequence (P48145 whole entry, looked up): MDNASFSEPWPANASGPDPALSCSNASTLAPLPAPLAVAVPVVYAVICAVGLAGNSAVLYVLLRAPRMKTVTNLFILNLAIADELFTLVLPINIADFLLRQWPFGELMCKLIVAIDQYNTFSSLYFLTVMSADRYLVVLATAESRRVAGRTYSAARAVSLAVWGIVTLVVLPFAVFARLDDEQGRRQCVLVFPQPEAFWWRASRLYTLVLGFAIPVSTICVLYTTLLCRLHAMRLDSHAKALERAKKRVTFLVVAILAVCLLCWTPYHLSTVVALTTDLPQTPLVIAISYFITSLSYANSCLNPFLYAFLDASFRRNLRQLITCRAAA
NALP1 inh: inhibitors of NALP1 inflammasome in yeast. 0.61% of 280,000 active. S. cerevisiae NALP1/ASC/caspase-1 growth, X-gal OD620, 72 h. inhibition, % at 10 µM; in the data active = inhibition mostly above about 24%, no sharp cut-off; inactive = mostly below about 32%; also: some compounds called inactive have numbers as strong as hits
PfM18AAP inh: blocks P. falciparum M18 aspartyl aminopeptidase; recombinant PfM18AAP, H-Glu-NHMec fluorogenic cleavage; inhibition, % at 7.35 µM; 1.2% of 290,000 active;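 active = inhibition above the campaign mean inhibition over all tested compounds plus 3 SD, cut at about 28% in these data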;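 also: 0% = plate median of test compound wells and 100% = 2 mM ZnCl2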
V1R ag counter: V1a receptor agonism, counter-screen for OXTR agonists | P37288 | CHO-V1R cells, Fluo-8 calcium fluorescence, agonist mode; 0% DMSO, 100% 3 nM vasopressin | activation, % at 3 µM | 0.25% of 320,000 active;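 active = activation above the mean activation of all tested compounds plus 3 SD, per screening run, cut at about 20% in these data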;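 also: signal is peak over basal fluorescence ratio across a 100 second FLIPR read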
Target sequence (P37288 whole entry, looked up): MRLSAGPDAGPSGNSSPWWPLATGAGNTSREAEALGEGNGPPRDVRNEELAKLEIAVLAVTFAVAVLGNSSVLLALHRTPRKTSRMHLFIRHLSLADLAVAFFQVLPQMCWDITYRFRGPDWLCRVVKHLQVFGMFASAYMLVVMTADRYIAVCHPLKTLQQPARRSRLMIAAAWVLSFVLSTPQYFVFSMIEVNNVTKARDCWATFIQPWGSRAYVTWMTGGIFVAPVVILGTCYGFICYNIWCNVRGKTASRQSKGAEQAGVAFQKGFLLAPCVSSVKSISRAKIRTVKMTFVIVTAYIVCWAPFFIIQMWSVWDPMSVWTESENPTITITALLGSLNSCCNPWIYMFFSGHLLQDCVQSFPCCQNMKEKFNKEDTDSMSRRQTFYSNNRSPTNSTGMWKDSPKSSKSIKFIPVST
OXTR potentiate: human OXTR potentiation; CHO-OTR cells, Fluo-8 calcium fluorescence, potentiator mode; 0% = oxytocin EC15, 100% = EC100; 0.061% of 320,000 active; activation, % at 3 µM;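 active = activation above that plate's cutoff, the mean activation of tested compounds plus 3 SD, cut at about 6.6% in these data, passing the limit was not always enough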;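 also: 100% uses oxytocin at 75 nM as the full agonist control; some results filed as inactive read as strong as hits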
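test system = CHO-OTR cells, human receptor | compound = single-point 3.0 µM | schedule = 6 min compound pre-incubation at room temperature, 100 s kinetic read | signal = Fluo-8 no-wash calcium dye fluorescence, excitation 470-495 nm, emission 515-575 nm | repeats = single well per compound, singlicate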
MEKK2 WT-MEK5: raises or lowers MEK5 binding to wildtype human MEKK2 PB1 domain; Q9Y2U5; binding response (% of control), % at 10 µM; bead flow cytometry, Alexa488-MEK5 binding to MEKK2 WT; actives lie on both sides; 1.1% of 290,000 active; in the data active = binding response below about 67% or above about 130%
MEKK2 mut-MEK5: signal of MEK5 binding to mutant human MEKK2 PB1 domain; bead flow cytometry, Alexa488-MEK5 binding to MEKK2 mutant; percent response, % at 10 µM; 0.35% of 290,000 active; AID 1530; in the data active = percent response above about 24%, passing the limit was not always enough; also: inactives centre near 1; some results filed as inactive read as strong as hits; reference of the scale not given here
GalR3 antagonist: blocks the human galanin receptor 3. O60755. HEK293 GalR3-CNG cAMP membrane potential fluorescence; galR3 body fused to GalR1 C-terminus. inhibition, % at 3 µM. 0.44% of 360,000 active. AID 651719;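 active = inhibition above the screen-wide average plus 3 SD, cut at about 13% in these data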;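 also: forskolin and galanin both at EC90 stimulate the cells; cAMP rise reported by CNG channel membrane potential dye signal; 0% = forskolin plus galanin with DMSO and 100% = forskolin alone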
Target sequence (O60755 1-299 limits assumed): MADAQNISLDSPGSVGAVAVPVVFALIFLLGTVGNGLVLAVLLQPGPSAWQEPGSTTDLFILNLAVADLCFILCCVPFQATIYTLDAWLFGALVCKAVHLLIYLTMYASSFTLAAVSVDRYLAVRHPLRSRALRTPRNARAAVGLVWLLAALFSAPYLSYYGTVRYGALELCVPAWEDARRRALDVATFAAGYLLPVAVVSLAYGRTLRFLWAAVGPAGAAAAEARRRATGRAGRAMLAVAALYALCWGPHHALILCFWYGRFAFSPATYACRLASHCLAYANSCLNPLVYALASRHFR
Active calls of the source: *; nt = not tested or not shown; [ ] = remark or other dose.

Codes: A = OXTR ag; B = GPR7 antag; C = NALP1 inh; D = PfM18AAP inh; E = V1R ag counter; F = OXTR potentiate; G = MEKK2 WT-MEK5; H = MEKK2 mut-MEK5; I = GalR3 antagonist
CC(C)OC(=O)CSc1nnc2c(n1)[nH]c1ccc(F)cc12
  A: 7.0; B: -6; C: 16; D: -8; E: 0.6; F: -10; G: 106; H: 4; I: -4
Cc1ccc(C(=O)ONc2ccc(N=NC(=O)c3ccccc3O)cc2)cc1
  A: 5.9; B: -10; C: 42*; D: -14; E: -0.6; F: -10; G: 102; H: 1; I: -5
Cc1[nH]c2ccccc2c1C(=O)CSc1nc2ccccc2[nH]1
  A: 5.5; B: -2; C: 10; D: -8; E: 4.6; F: -9; G: 100; H: 3; I: -6
O=C(Nc1ccc(N2CCOCC2)cc1N1CCOCC1)c1ccc(F)cc1
  A: 0.5; B: nt; C: nt; D: nt; E: 0.4; F: -8; G: nt; H: nt; I: -4
Cn1cccc1/C=C1\CCC/C(=C\c2cccn2C)C1=O
  A: 75*; B: -7; C: -6; D: 3; E: 44*; F: -14; G: 88; H: -4; I: 0
O=C(CC1Nc2ccccc2NC1=O)Nc1ccccc1NC(=O)CC1Nc2ccccc2NC1=O (stereo unspecified)
  A: -0.5; B: -17; C: -2; D: 6; E: 0.5; F: -8; G: 94; H: -2; I: nt
N#Cc1c(-c2ccc(F)cc2)nc(-c2ccccc2)[nH]c1=O
  A: 0.8; B: -11; C: -4; D: -7; E: 1.4; F: -6; G: 92; H: -9; I: -4
CC(=O)c1cc(-c2ccccc2)n(CCC(=O)NC2CCCCCC2)c1C
  A: -2.5; B: 6; C: 27; D: -3; E: -0.5; F: -6; G: 118; H: 0; I: -3
CCOCCCNc1nc(-c2ccccc2)nc2ccccc12
  A: -2.0; B: -2; C: 20; D: -3; E: -0.2; F: -11; G: 107; H: 1; I: -12
O=C(OCc1ccccc1)C1=NNC2C(=O)N(Cc3ccccc3)C(=O)C12 (stereo unspecified)
  A: 2.8; B: 14; C: 26; D: 7; E: 1.8; F: -12; G: 101; H: 0; I: -9
O=C(Cn1c(=O)sc2ccccc21)Nc1ccc(S(=O)(=O)N2CCCCC2)cc1
  A: 8.4; B: -2; C: 16; D: 5; E: 4.5; F: -16; G: 97; H: 3; I: 1
COc1ccc(NC(=O)CN(C)C(=O)c2ccc3c(c2)S(=O)(=O)N=C2CCCCCN23)cc1
  A: -0.6; B: -18; C: 21; D: 2; E: 0.3; F: -3; G: 107; H: 7; I: -2
CC1=CC(C)(C)Nc2ccc(OC(=O)C(Cc3ccccc3)N3C(=O)C4CCCCC4C3=O)cc21 (stereo unspecified)
  A: -0.9; B: -27; C: 9; D: -3; E: -0.4; F: -9; G: 105; H: 0; I: -4
COc1cc(NC(=O)Cn2c(=O)n(CC3CCCO3)c(=O)c3ccccc32)cc(OC)c1 (stereo unspecified)
  A: -0.1; B: -3; C: 13; D: -6; E: 0.1; F: -2; G: 113; H: 0; I: 6
CC(Sc1ncccn1)C(=O)NC1(C#N)CCCCC1 (stereo unspecified)
  A: 0.4; B: nt; C: nt; D: nt; E: -0.2; F: -6; G: nt; H: nt; I: -7

10 structures out of the list, ordered by molecular weight, ascending:
Codes: A = OXTR ag; B = GPR7 antag; C = NALP1 inh; D = PfM18AAP inh; E = V1R ag counter; F = OXTR potentiate; G = MEKK2 WT-MEK5; H = MEKK2 mut-MEK5; I = GalR3 antagonist
CC(Sc1ncccn1)C(=O)NC1(C#N)CCCCC1 (stereo unspecified)
  A: 0.4; B: nt; C: nt; D: nt; E: -0.2; F: -6; G: nt; H: nt; I: -7
CCOCCCNc1nc(-c2ccccc2)nc2ccccc12
  A: -2.0; B: -2; C: 20; D: -3; E: -0.2; F: -11; G: 107; H: 1; I: -12
CC(C)OC(=O)CSc1nnc2c(n1)[nH]c1ccc(F)cc12
  A: 7.0; B: -6; C: 16; D: -8; E: 0.6; F: -10; G: 106; H: 4; I: -4
Cc1ccc(C(=O)ONc2ccc(N=NC(=O)c3ccccc3O)cc2)cc1
  A: 5.9; B: -10; C: 42*; D: -14; E: -0.6; F: -10; G: 102; H: 1; I: -5
O=C(Nc1ccc(N2CCOCC2)cc1N1CCOCC1)c1ccc(F)cc1
  A: 0.5; B: nt; C: nt; D: nt; E: 0.4; F: -8; G: nt; H: nt; I: -4
O=C(Cn1c(=O)sc2ccccc21)Nc1ccc(S(=O)(=O)N2CCCCC2)cc1
  A: 8.4; B: -2; C: 16; D: 5; E: 4.5; F: -16; G: 97; H: 3; I: 1
COc1cc(NC(=O)Cn2c(=O)n(CC3CCCO3)c(=O)c3ccccc32)cc(OC)c1 (stereo unspecified)
  A: -0.1; B: -3; C: 13; D: -6; E: 0.1; F: -2; G: 113; H: 0; I: 6
COc1ccc(NC(=O)CN(C)C(=O)c2ccc3c(c2)S(=O)(=O)N=C2CCCCCN23)cc1
  A: -0.6; B: -18; C: 21; D: 2; E: 0.3; F: -3; G: 107; H: 7; I: -2
CC1=CC(C)(C)Nc2ccc(OC(=O)C(Cc3ccccc3)N3C(=O)C4CCCCC4C3=O)cc21 (stereo unspecified)
  A: -0.9; B: -27; C: 9; D: -3; E: -0.4; F: -9; G: 105; H: 0; I: -4
O=C(CC1Nc2ccccc2NC1=O)Nc1ccccc1NC(=O)CC1Nc2ccccc2NC1=O (stereo unspecified)
  A: -0.5; B: -17; C: -2; D: 6; E: 0.5; F: -8; G: 94; H: -2; I: nt

Record cards, from the list above. Order of screens: OXTR ag, GPR7 antag, NALP1 inh, PfM18AAP inh, V1R ag counter, OXTR potentiate, MEKK2 WT-MEK5, MEKK2 mut-MEK5, GalR3 antagonist
Cc1[nH]c2ccccc2c1C(=O)CSc1nc2ccccc2[nH]1 across the screens: 5.5, -2, 10, -8, 4.6, -9, 100, 3, -6
CC(Sc1ncccn1)C(=O)NC1(C#N)CCCCC1 (stereo unspecified) across the screens: 0.4, nt, nt, nt, -0.2, -6, nt, nt, -7

Going on with the list:
Codes: A = OXTR ag; B = GPR7 antag; C = NALP1 inh; D = PfM18AAP inh; E = V1R ag counter; F = OXTR potentiate; G = MEKK2 WT-MEK5; H = MEKK2 mut-MEK5; I = GalR3 antagonist
CCN(C[C@H]1N[C@@](C)(C(=O)OC)[C@H]2C(=O)N(Cc3ccccc3)C(=O)[C@@H]12)C(=O)Nc1ccc(OC)cc1
  A: 0.1; B: nt; C: nt; D: nt; E: 1.6; F: -5; G: nt; H: nt; I: -3
COc1ccc(C2(C)NC(=O)N(CC(=O)c3ccc4c(c3)OCO4)C2=O)cc1 (stereo unspecified)
  A: 8.9; B: 0; C: 6; D: 8; E: 17; F: -8; G: 115; H: 10; I: -2
COc1cccc(N2CCN(C(=O)CCn3c(=S)[nH]c4cc5c(cc4c3=O)OCO5)CC2)c1
  A: nt; B: -3; C: 12; D: -5; E: nt; F: nt; G: 101; H: -2; I: nt
CC1(C(=O)N2CCC(CC3CC(c4ccc(Cl)cc4)=NO3)(C(=O)NCC3CCCCC3)CC2)CC1 (stereo unspecified)
  A: -1.1; B: -7; C: 9; D: 3; E: 0.2; F: -7; G: 96; H: 7; I: -6
CCOc1ccc(NC(=O)c2cc3n(n2)C(C(F)(F)F)CC(c2ccco2)N3)cc1 (stereo unspecified)
  A: -1.8; B: -9; C: 32; D: 6; E: -1.0; F: 1; G: 101; H: -2; I: 1
COC(=O)c1cc(NS(=O)(=O)c2ccc3c(c2)CCC(=O)N3)cc(C(=O)OC)c1
  A: -0.8; B: -20; C: nt; D: -3; E: -0.8; F: 0; G: 104; H: 2; I: -5
CCN(c1ccc(NC(=O)COC(=O)CCc2cc(OC)c(OC)c(OC)c2)cc1)C(C)C
  A: nt; B: -6; C: -5; D: 9; E: nt; F: nt; G: 90; H: -15; I: 0
COC(=O)c1ccc(Oc2c(C)oc3c(CN4CCN(C)CC4)c(O)ccc3c2=O)cc1
  A: 2.4; B: -8; C: 4; D: 3; E: 1.4; F: 1; G: 100; H: -1; I: -7
COc1ccc(-n2c(SCC3CNC(=O)O3)nnc2-c2ccc(Cl)cc2)cc1 (stereo unspecified)
  A: -1.5; B: -2; C: 26; D: -4; E: -0.2; F: -12; G: 95; H: -3; I: -1
CN(C)[C@@H]1C(=O)C(C(=O)NCN2CCCC2)=C(O)[C@@]2(O)C(=O)C3=C(O)c4c(O)cccc4[C@@](C)(O)C3CC12 (stereo partly specified)
  A: nt; B: -1; C: 8; D: 28*; E: nt; F: nt; G: 26*[inhibitor]; H: -11; I: nt
CCN1C(=O)N[C@@H](c2ccc(Br)cc2)C(C(=O)OC)=C1C
  A: 2.3; B: -3; C: 26; D: 0; E: -0.6; F: -11; G: 75; H: -7; I: -8
Cc1nc(CS(=O)(=O)c2ccccc2)cc(Sc2ccc(Cl)cc2)n1
  A: -1.0; B: -5; C: 17; D: -7; E: -0.5; F: -15; G: 104; H: 7; I: -6
CC1COC(c2cccn2Cc2ccccc2Cl)=N1 (stereo unspecified)
  A: -2.0; B: -15; C: -25; D: -7; E: -1.8; F: 5; G: 108; H: 6; I: -1
Cc1c(OCC(=O)NCCCN2CCOCC2)ccc2c(-c3ccccc3)cc(=O)oc12
  A: -0.2; B: -23; C: 19; D: -4; E: -0.8; F: 4; G: 102; H: 0; I: -3
Cc1c(Cc2ccccc2)c(=O)oc2cc(OCC(=O)N3CCC(C(N)=O)CC3)ccc12
  A: 0.3; B: 12; C: 5; D: 3; E: 2.6; F: 2; G: 98; H: -1; I: -2

More results.
Below each compound: OXTR ag	GPR7 antag	NALP1 inh	PfM18AAP inh	V1R ag counter	OXTR potentiate	MEKK2 WT-MEK5	MEKK2 mut-MEK5	GalR3 antagonist
COc1cccc(C2C(C(N)=O)=C(C)Nc3nc(-c4cccc(Cl)c4)nn32)c1 (stereo unspecified)
  -0.9	7	0	3	0.6	-10	102	2	2
O=C(Nc1nn[nH]n1)c1ccc(S(=O)(=O)N2CCCCC2)cc1
  0.6	-7	-21	9	5.8	-6	101	2	-6
CCOc1ccccc1N1CCN(C(=O)c2cc3cc(OC)ccc3[nH]2)CC1
  -1.2	-8	5	7	0.3	-15	98	2	nt
CC(O)CNc1ccc(-c2n[nH]c(=O)c3ccccc23)cc1[N+](=O)[O-] (stereo unspecified)
  0.5	-7	3	-3	0.3	-6	99	0	-6
CNC(=O)NC(=O)C(C)OC(=O)CCCSc1nc2ccccc2s1 (stereo unspecified)
  0.9	4	25	10	0.8	0	93	-2	-6
COc1ccc(-n2ncc3c(NCCN4CCOCC4)ncnc32)cc1
  -1.1	4	3	5	0.0	-5	106	2	nt
COc1ccc([C@@H]2[C@@H]3C(=O)N(C(C)(C)C)C(=O)[C@@H]3[C@]3(CC(C)C)C(=O)N(c4cccc(Br)c4)C(=O)N23)cc1
  -0.7	-1	18	0	0.5	-9	92	-3	-12
S=c1[nH]c(-c2ccccc2)cn1-c1ccccc1
  -0.6	1	12	46*	-0.5	-11	103	3	-9
O=C(c1cccc(S(=O)(=O)N2CCOCC2)c1)N1CCN(C/C=C/c2ccccc2)CC1
  4.9	nt	nt	nt	7.1	-4	nt	nt	-8
COCC1CCN(C(=O)c2cc(COc3ccc(-n4cncn4)cc3)on2)CC1
  -0.6	-14	-1	0	4.0	-9	111	11	-3
CCCc1cc(=O)oc2c(C)c(OCC(=O)NC3CC(C)(C)NC(C)(C)C3)ccc12
  0.4	-3	17	-1	0.1	-4	107	2	-6
O=C(Nc1ccc2[nH]ncc2c1)C1CCC1
  0.6	-17	-13	-3	1.5	-8	103	6	-12
COc1ccc(NC(=O)NCCCN2CCN(c3cc(C)ccc3C)CC2)cc1
  9.8	-1	26	3	7.8	-8	135*	25*	nt
